Gal4-VP16 FLuc: Gal4-VP16 reporter inhibition counter-screen | Drosophila S2 Gal4-VP16 UAS-luciferase, luminescence, 20 h | Potency, µM (titrated, usually from 53.6 µM), for inactives: at the top dose activity, negative = inhibition, hits mostly inhibitors | hit rate 3.5% among 310,000;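 also: Gal4-VP16 expression switched on by copper sulfate through the metallothionein promoter; % is scaled to controls: 0 for no effect and ±100 for the full control effect; nearly all actives have a fitted effect of over 50% in size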
uPA generation: cell surface uPA generation inhibition; cell surface uPA generation assay, qHTS; Potency, µM (doses to about 38.3 µM), without a hit: at the top dose activity change, negative = inhibition, usual class: inhibitors; hit rate 0.31% among 330,000; active = well fitted inhibition curve with a large enough effect; inconclusive = small, poorly fitted or top-dose-only effect; inactive = no such curve, though single readings can be large or run the other way; tested in mouse RAW 264.7 cells; also: % is scaled to controls: 0 for no effect and ±100 for the full control effect; nearly all actives have a fitted effect of over 55% in size
RORg inh: inhibitors of mouse ROR gamma transcriptional activity | P51450 | Drosophila S2 Gal4-RORgamma UAS-luciferase reporter, 20 h | Potency, µM (highest dose often 53.6 µM), for inactives: top-dose activity change, negative = inhibition, actives largely listed as inhibitors | hit rate 5.4% among 310,000; also: % is scaled to controls: 0 for no effect and ±100 for the full control effect; nearly all actives have a fitted effect of over 60% in size
Target sequence (P51450 whole entry, looked up, the tested form may be a part): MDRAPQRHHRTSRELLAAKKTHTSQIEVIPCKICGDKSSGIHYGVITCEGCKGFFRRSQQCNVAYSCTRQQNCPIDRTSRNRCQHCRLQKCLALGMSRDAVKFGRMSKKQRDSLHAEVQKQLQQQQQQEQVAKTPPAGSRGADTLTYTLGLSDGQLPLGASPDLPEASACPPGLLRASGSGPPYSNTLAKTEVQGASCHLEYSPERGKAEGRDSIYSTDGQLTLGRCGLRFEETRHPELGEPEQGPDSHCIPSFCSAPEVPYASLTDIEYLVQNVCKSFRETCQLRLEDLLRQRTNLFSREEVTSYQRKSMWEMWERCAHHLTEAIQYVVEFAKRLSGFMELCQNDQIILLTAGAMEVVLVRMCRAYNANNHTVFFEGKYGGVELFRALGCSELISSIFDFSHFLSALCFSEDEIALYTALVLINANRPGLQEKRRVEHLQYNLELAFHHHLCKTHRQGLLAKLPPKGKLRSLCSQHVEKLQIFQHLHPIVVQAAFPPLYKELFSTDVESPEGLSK
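Using a luciferase readout, inhibitors were identified by reduced reporter activity in Drosophila cells coexpressing a copper-inducible Gal4–ROR gamma fusion and UAS-driven Photinus luciferase, incubated 20 hr after 700 uM copper sulfate.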
p53 reactivation: restores transcriptional activity of mutant p53; Potency, µM (titrated, usually from 92.2 µM), for inactives: at the highest dose activity change, positive = activation, usual class: activators; H1299 p53-A138V BP100-luciferase reporter, luminescence, 24 h; hit rate 0.063% among 320,000; also: % of control where 0% means no effect; nearly all actives have a fitted effect of over 45% in size
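p53-null H1299 cells stably carrying temperature-sensitive p53-A138V and a BP100-luciferase reporter were pinned with compounds (4-point, 1:5 series) and held 24 hrs at 37 deg C. Luminescence was read 10 min after detection reagent.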
NPC1 promoter act: activates the NPC1 promoter; Huh7 NPC1 promoter luciferase reporter, 24 h; Potency, µM (doses to about 9.22 µM), for the others: top-dose activation, most hits filed as activators; hit rate 2.4% among 320,000; AID 485313;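 also: % of control where 0% means no effect; nearly all actives have a fitted effect of over 60% in size; reporter is driven by a mutant NPC1 promoter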
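Luminescence read-out of NPC1 promoter-driven luciferase in stably transfected Huh7 cells; compounds delivered in DMSO and left 24 h at 37C, 5% CO2, qHTS titration format.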
MBNL1 CUG block: blocks human MBNL1 binding to CUG repeat RNA; Q9NR56; hit rate 0.036% among 280,000; Potency, µM (doses to about 57.5 µM), for inactives: at the top dose activity change, negative = inhibition, usual class: inhibitors; AID 2675; TR-FRET MBNL1-His/biotin-(CUG)12 binding, 665/545 ratio; active = well fitted inhibition curve with a large enough effect in the signal ratio, with a control signal flat, not every such curve was filed as active; inconclusive = small, poorly fitted or top-dose-only effect, or effect the other way, or a change in a side signal; inactive = no such curve, though single readings can be large or run the other way; the % refers to the signal ratio; also: % is scaled to controls: 0 for no effect and ±100 for the full control effect
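Compounds (final 92 nM to 58 uM) are added to His-tagged MBNL1 and biotin-(CUG)12, then terbium anti-His antibody and streptavidin-XL665 (5 nM final). After 60 min at room temperature, the 665/545 nm ratio is read.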
BRCA1 expr act: activators of BRCA1 expression. MCF7-BRCA1-FFLuc reporter, luminescence, 48 h; response scale: scaled: vehicle 0%, 10 µM genistein 100%. Potency, µM (highest dose often 46.1 µM), for inactives: top-dose activation, most hits filed as activators. hit rate 1.1% among 380,000; also: nearly all actives have a fitted effect of over 80% in size; some results filed as inactive show a strong effect at the top dose
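48 h compound treatment of MCF7-BRCA1-FFLuc cells (phenol-red free MEM, 37 °C), then 15 min with luciferase substrate and luminescence imaging.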
FLuc modulator: inhibits or activates purified firefly luciferase, miR-21 counter-screen. Potency, µM (series often up to 57.5 µM), without a hit: top-dose activity change, negative = inhibition, hits mostly inhibitors. purified FLuc, Km substrates, luminescence inhibition. hit rate 6.9% among 360,000. AID 588342;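 also: plate controls were vehicle for no effect and reference inhibitor for full effect; nearly all actives have a fitted effect of over 55% in size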
Target sequence (P08659 whole entry, looked up): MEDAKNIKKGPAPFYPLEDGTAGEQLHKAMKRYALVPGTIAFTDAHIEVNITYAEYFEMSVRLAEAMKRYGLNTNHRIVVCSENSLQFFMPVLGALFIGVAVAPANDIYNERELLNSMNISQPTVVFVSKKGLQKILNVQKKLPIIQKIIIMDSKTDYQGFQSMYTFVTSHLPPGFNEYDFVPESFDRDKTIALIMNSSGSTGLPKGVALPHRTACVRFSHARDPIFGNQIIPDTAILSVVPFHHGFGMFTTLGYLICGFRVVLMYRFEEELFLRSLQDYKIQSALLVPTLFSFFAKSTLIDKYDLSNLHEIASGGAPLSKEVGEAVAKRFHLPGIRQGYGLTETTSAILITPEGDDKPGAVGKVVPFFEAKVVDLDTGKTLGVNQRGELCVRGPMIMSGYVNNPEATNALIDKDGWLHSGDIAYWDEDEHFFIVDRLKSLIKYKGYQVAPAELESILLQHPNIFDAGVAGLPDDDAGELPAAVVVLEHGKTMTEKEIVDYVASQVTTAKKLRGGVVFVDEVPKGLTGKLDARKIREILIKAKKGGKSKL
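Biochemical qHTS of compounds, final roughly 60 µM downward over six points, against 10 nM purified firefly luciferase using Km concentrations of substrates (10 uM D-luciferin, 10 uM ATP) in Tris acetate pH 7.5 buffer; luminescence output.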
ELG1 genotox: genotoxicity induction in ELG1-luciferase HEK293T cells; hit rate 1.3% among 330,000; HEK293T ELG1-luciferase reporter, luminescence, 16 h; Potency, µM (titrated, usually from 46 µM), without a hit: top-dose activity change, positive = activation, most hits filed as activators; also: % of control where 0% means no effect; nearly all actives have a fitted effect of over 60% in size
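Cells (2,000/well) expressing the ELG1-luciferase fusion are dosed by pin tool and kept 16 hr at 37 °C, 5% CO2. Signal comes from ONE-Glo luciferase reagent after 30 min at room temperature.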
Rab9 prom act: activators of Rab9 promoter; Huh7 Rab9 promoter-luciferase reporter, luminescence, 24 h; Potency, µM (series often up to 9.22 µM), for inactives: top-dose activation, negative = inhibition, most hits filed as activators; AID 485297; hit rate 2.8% among 320,000; also: % of control where 0% means no effect; nearly all actives have a fitted effect of over 60% in size
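Steps: seed 1500 Huh7 Rab9-luc cells per well, rest 2 h at 37 °C; add compound in DMSO; incubate 24 h; add luciferase reagent, 10 min ambient; read luminescence.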
* = called active by the depositor; ? = inconclusive; nt = no result given; [ ] = dose if it differs, or a comment. Unless noted, calls follow the shape of the dose curve; as a rule, active = well fitted curve in the direction sought with a large enough effect; inconclusive = small, poorly fitted or top-dose-only effect, or another doubt; inactive = no such curve, though single readings can be large; an effect the other way counts as inactive or inconclusive. Potency is read from the fitted curve at half-maximal effect.

The line under a structure holds: Gal4-VP16 FLuc	uPA generation	RORg inh	p53 reactivation	NPC1 promoter act	MBNL1 CUG block	BRCA1 expr act	FLuc modulator	ELG1 genotox	Rab9 prom act
Cc1nc(N2CCN(c3ccccc3)CC2)nc2c1C(=O)CC(c1ccccc1)C2 (stereo not given)
  6%	1%	15%	3%	-7%	13%	-12%	3%	-10%	-4%
Cc1ccc(NC(=O)Nc2ccc3c(c2)N(C)C(=O)CS3)cc1C
  -6%	7%	4%	-2%	-2%	0%	-31%	?	-24%	-2%
CCN(CC)C(=O)N1CCN(C(=O)N(CC)CC)CC1
  4%	2%	0%	3%	-1%	6%	2%	1%	2%	0%
OCc1nnc2c3ccccc3c(-c3ccccc3)nn12
  0%	-13%	-5%	-7%	-1%	1%	-5%	1%	-1%	-3%
Nc1c(C(=O)NCC2CCCO2)sc2nc3c(c(-c4ccco4)c12)CC/C3=C\c1ccco1 (stereo not given)
  -2%	1%	9%	-10%	1%	?	-1%	5.4µM*	1%	3%
CCn1c(CC(=O)Nc2cccc(OC)c2)nnc1SCC(=O)N1CCN(c2ccccc2)CC1
  3%	nt	-21%	-11%	-4%	-8%	1%	?	-10%	-2%
Cc1ccc(C)c(CN2CCC(n3nccc3NC(=O)CCCc3ccccc3)CC2)c1
  2%	5%	-2%	?	-1%	2%	-13%	1%	-12%	7%
CC(C)(C)OC(=O)n1cc(/C=N/NC(=O)c2ccco2)c2ccccc21
  ?	-10%	?	?	22%	14%	82%	9.5µM*	8%	17%
CCOC(=O)c1cnc2c(c(C)nn2C)c1Oc1ccc(OC)cc1
  -1%	-15%	0%	-6%	-1%	nt	32%	0%	-1%	-11%
CCOc1ccc(CN2CCN(Cc3cnc(N4CCOCC4)s3)CC2CCO)cc1 (stereo not given)
  -8%	-6%	20%	1%	-5%	2%	-15%	0%	-4%	-3%
CCc1ccccc1NC(=O)C1C(c2ccccc2)C1(Cl)Cl (stereo not given)
  -1%	9%	-5%	0%	-2%	-6%	-11%	0%	-8%	0%
NC(=O)c1sc2nc(-c3ccccc3)ccc2c1N
  -9%	-14%	?	-8%	1.8µM*	26%	?	2.1µM*	?	3.2µM*
Cc1ccc(Sc2ccc(N)cn2)cc1
  ?	3%	19%	4%	13%	nt	4%	?	5%	6%
Cc1ccccc1NC(=S)NC1CCN(Cc2ccccc2)CC1
  ?	4%	18µM*	0%	-2%	-7%	-23%	-1%	-3%	-7%
O=C(c1ccc([N+](=O)[O-])s1)N1CCc2ccccc2C1
  -3%	-6%	-18%	3%	1%	?	-50%	-2%	-4%	-2%
Cc1nc(Cl)c(C(=O)NCc2ccccc2)c(C)c1[N+](=O)[O-]
  -7%	-1%	-3%	-2%	-2%	1%	-22%	0%	-3%	0%
O=C(Nc1ccc(Oc2ccsc2C(=O)O)cc1)c1ccccc1F
  -2%	-24%	-2%	?	18%	-2%	2%	17µM*	6%	-1%
COc1ccc(NS(=O)(=O)c2cc(NC(=O)CCNC(C)=O)ccc2N2CCCCC2)cc1
  nt	16%	nt	5%	0%	nt	-5%	nt	-2%	1%
O=C(Cn1ccc([N+](=O)[O-])n1)N1CCCc2ccccc21
  -8%	6%	22%	?	2%	?	-1%	17µM*	?	-2%
CCOC(=O)c1cc(NC(=O)CCC(=O)O)ccc1N1CCCCC1
  -3%	-3%	-26%	-1%	-1%	3%	-5%	-2%	-1%	-4%

Results in BRCA1 expr act, uPA generation and Rab9 prom act (four entries from above):
Molecule,BRCA1 expr act,uPA generation,Rab9 prom act
CCn1c(CC(=O)Nc2cccc(OC)c2)nnc1SCC(=O)N1CCN(c2ccccc2)CC1,1%,nt,-2%
COc1ccc(NS(=O)(=O)c2cc(NC(=O)CCNC(C)=O)ccc2N2CCCCC2)cc1,-5%,16%,1%
CCOC(=O)c1cc(NC(=O)CCC(=O)O)ccc1N1CCCCC1,-5%,-3%,-4%
CCN(CC)C(=O)N1CCN(C(=O)N(CC)CC)CC1,2%,2%,0%

Sorted by length of the SMILES (descending): some entries from above
The line under a structure holds: Gal4-VP16 FLuc	uPA generation	RORg inh	p53 reactivation	NPC1 promoter act	MBNL1 CUG block	BRCA1 expr act	FLuc modulator	ELG1 genotox	Rab9 prom act
Nc1c(C(=O)NCC2CCCO2)sc2nc3c(c(-c4ccco4)c12)CC/C3=C\c1ccco1 (stereo not given)
  -2%	1%	9%	-10%	1%	?	-1%	5.4µM*	1%	3%
O=C(Cn1ccc([N+](=O)[O-])n1)N1CCCc2ccccc21
  -8%	6%	22%	?	2%	?	-1%	17µM*	?	-2%
CCc1ccccc1NC(=O)C1C(c2ccccc2)C1(Cl)Cl (stereo not given)
  -1%	9%	-5%	0%	-2%	-6%	-11%	0%	-8%	0%

(more compounds)
The line under a structure holds: Gal4-VP16 FLuc	uPA generation	RORg inh	p53 reactivation	NPC1 promoter act	MBNL1 CUG block	BRCA1 expr act	FLuc modulator	ELG1 genotox	Rab9 prom act
O=C(CCCCn1c(=S)[nH]c2ccsc2c1=O)NCc1ccc2c(c1)OCO2
  -21%	-12%	14µM*	-2%	-3%	nt	-53%	?	1%	-3%
COc1ccc(/C(O)=C2/C(=O)C(=O)N(c3ccccn3)C2c2ccc(OC)cc2)cc1 (stereo not given)
  -3%	-2%	-33%	1%	-3%	9%	3%	-2%	3%	-2%
O=C(CSc1nc2ccccc2[nH]1)N/N=C/C=C/c1ccccc1[N+](=O)[O-]
  1%	-1%	40%	13%	-1%	?	-12%	-4%	-4%	0%
Cc1cc(NC(=O)C(C)SCC(=O)OCC(=O)Nc2c(C)cccc2C(C)C)no1 (stereo not given)
  nt	3%	nt	-2%	-3%	nt	-10%	7%	-4%	-3%
Cc1cc(C)c(C)c(S(=O)(=O)N2CCC(C(=O)Nc3ccccc3N3CCOCC3)CC2)c1C
  -17%	1%	39%	-2%	-2%	6%	-20%	0%	-13%	0%
COc1ccc(NC(=O)CN2CCC(NC(=O)c3ccco3)CC2)c([N+](=O)[O-])c1
  -1%	1%	-2%	-6%	-2%	?	1%	1%	-1%	-6%
NC(=O)c1sc(=S)n2c1[nH]c(=O)c1sccc12
  -18%	4%	8%	?	0%	4%	10%	?	-5%	2%
CN(C)C(CNC(=O)C1CCN(S(=O)(=O)c2ccc(Cl)cc2)CC1)c1ccccc1 (stereo not given)
  1%	3%	-20%	3%	3%	-4%	-9%	2%	0%	0%
Cc1ccc(C(=O)N2N=C(c3cccc(NS(C)(=O)=O)c3)CC2c2cccs2)cc1 (stereo not given)
  3%	17%	6%	-6%	-1%	5%	-46%	-3%	-14%	-7%
CCOc1ccccc1NC(=O)CCS(=O)(=O)c1ccc(Br)cc1
  0%	0%	7%	1%	-1%	-6%	1%	4%	0%	-8%
Cc1cccc(S(=O)(=O)C(C#N)c2nc3ccccc3nc2N2CC(C)OC(C)C2)c1 (stereo not given)
  -8%	-13%	3%	nt	nt	22%	-80%	3%	nt	nt
COc1ccc(CCCc2nnc(SCC(=O)NN)o2)c(C)c1
  3%	-2%	-5%	9%	-2%	-11%	-25%	4%	-5%	0%
Cc1cc(S(=O)(=O)N2CCOCC2)ccc1OCC(=O)NCCN1CCOCC1
  3%	0%	-1%	5%	0%	-1%	2%	1%	0%	0%
CC(=NCCCNC1CCCCC1)C1=C(O)CC(C)(C)CC1=O
  -11%	1%	28%	16%	1%	0%	7%	-1%[2.3 µM]	-2%	0%
O=C(Nc1cccc(NC(=O)c2cncc(Br)c2)c1)c1cncc(Br)c1
  -14%	-2%	5%[1.91 µM]	9%	-2%	17%	-13%	3%	-10%	2%
Cc1c(Cl)c([N+](=O)[O-])nn1CC(=O)NC1CCCCC1
  10%	7%	19%	2%	1%	15%	0%	-1%	-1%	-1%
Cc1ccc2nc(SCc3cn4c(C)cc(C)nc4n3)[nH]c2c1
  1%	nt	?	-10%	-5%	-3%	nt	-9%	2%	0%
O=c1oc2ccccc2n1CCn1c2ccccc2c2nc3ccccc3nc21
  ?	-3%	?	-10%	-3%	5%	-47%	0%	4%	-4%
O=C(NCc1ccco1)/C(=C\c1cccs1)NC(=O)c1ccsc1
  -12%	-1%	14%	-8%	1%	9%	-5%	2%	0%	-9%
COc1ccc(/C(=C\Nc2ccc(C)c(C)c2)C(C)=O)cc1OC
  -12%	-3%	4%	-2%	-20%	10%	6%	-6%	9%	-16%
O=C(OCc1nc(-c2ccccc2Cl)no1)c1ccco1
  nt	7%	nt	6%	1%	nt	-2%	12µM*	1%	0%
COc1ccc(Cl)cc1S(=O)(=O)N1CCCC(C(=O)NCc2ccncc2)C1 (stereo not given)
  nt	12%	nt	nt	-4%	-6%	-28%	7%	-3%	0%
Cc1ccc(Oc2ccccc2NC(=O)C2=COCCO2)cc1
  nt	3%	nt	12%	-8%	nt	-13%	2%	0%	-7%
Cc1occc1C(=O)Nc1cccc(Cl)c1Cl
  ?	-8%	1%	?	12%	-7%	35%	-20%	?	23%
O=C1NCC(NC(=O)C(F)(F)F)c2cc3c(cc21)OCO3 (stereo not given)
  3%	2%	-10%	0%	0%	-2%	-1%	-2%	0%	?

Copied from the list.
MBNL1 CUG block, Cc1occc1C(=O)Nc1cccc(Cl)c1Cl : -7%
p53 reactivation, Cc1nc(Cl)c(C(=O)NCc2ccccc2)c(C)c1[N+](=O)[O-] : -2%
p53 reactivation, O=C(CCCCn1c(=S)[nH]c2ccsc2c1=O)NCc1ccc2c(c1)OCO2 : -2%
RORg inh, Cc1ccc(NC(=O)Nc2ccc3c(c2)N(C)C(=O)CS3)cc1C : 4%

Screens as filed in PubChem BioAssay.
